CHO-K1 Ca ag – counter-screen for M1 agonists: effect in parental CHO-K1 cells | Fluo-8 calcium fluorescence; scaled to maximal ATP response, vehicle zero | activation, % at 3 µM | actives 0.48% (n = 360,000) | AID 602248, 2012; in the data active = activation above about 15%;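 also: untransfected CHO-K1 host cells lacking M1 receptor as counterscreen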
TAAR1 antagonist – human TAAR1 antagonists, primary screen, Fluo-8 calcium fluorescence, CHO RD-HGA16 cells; Trace amine-associated receptor 1 (Homo sapiens), Q96RJ0; antagonist; inhibition, % at 3 µM; actives 1.5% (n = 360,000);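 active = inhibition above a per-plate cutoff, the mean inhibition of test compounds on that plate plus 3 SD, cut at about 49% in these data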;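 also: 0% = DMSO plus EC80 beta-PEA response and 100% = DMSO alone without agonist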
Target sequence (Q96RJ0 whole entry, looked up): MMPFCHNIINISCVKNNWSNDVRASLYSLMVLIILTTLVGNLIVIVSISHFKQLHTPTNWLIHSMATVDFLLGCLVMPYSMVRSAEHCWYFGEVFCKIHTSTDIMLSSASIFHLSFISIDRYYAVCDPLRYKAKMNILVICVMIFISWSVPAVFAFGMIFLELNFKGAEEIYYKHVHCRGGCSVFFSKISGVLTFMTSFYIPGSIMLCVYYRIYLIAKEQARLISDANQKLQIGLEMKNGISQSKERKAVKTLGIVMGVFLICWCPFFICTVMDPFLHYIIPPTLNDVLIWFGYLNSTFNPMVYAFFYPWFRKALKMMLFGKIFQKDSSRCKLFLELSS
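Test system: hTAAR1-expressing CHO RD-HGA16 cells, Gα16-coupled; Probe or stimulus: EC80 β-phenethylamine stimulus; Compound dosing: single nominal final test compound concentration of 3 µM; Timing: 140 s kinetic read after compound, 140 s after agonist; Signal: Fluo-8 calcium-sensitive fluorescence; Measure: % inhibition of agonist calcium response; Controls: DMSO and EC80 PEA controls.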
M1 antag – human M1 muscarinic receptor antagonists, primary screen, CHO-K1 cells, Fluo-8 calcium fluorescence, 1536-well; Muscarinic acetylcholine receptor M1 (Homo sapiens), P11229; CHO-K1 hM1, ACh EC80 antagonist; inhibition, % at 3 µM; actives 1.3% (n = 360,000); AID 588852, 2011;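 active = percent inhibition above its own plate's cutoff, namely the mean of that plate's compound wells plus 3 SD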;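 also: peak over basal fluorescence ratio during 140 s after agonist addition; 0% = ACh EC80 plus DMSO and 100% = DMSO alone without agonist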
Target sequence (P11229 whole entry, looked up): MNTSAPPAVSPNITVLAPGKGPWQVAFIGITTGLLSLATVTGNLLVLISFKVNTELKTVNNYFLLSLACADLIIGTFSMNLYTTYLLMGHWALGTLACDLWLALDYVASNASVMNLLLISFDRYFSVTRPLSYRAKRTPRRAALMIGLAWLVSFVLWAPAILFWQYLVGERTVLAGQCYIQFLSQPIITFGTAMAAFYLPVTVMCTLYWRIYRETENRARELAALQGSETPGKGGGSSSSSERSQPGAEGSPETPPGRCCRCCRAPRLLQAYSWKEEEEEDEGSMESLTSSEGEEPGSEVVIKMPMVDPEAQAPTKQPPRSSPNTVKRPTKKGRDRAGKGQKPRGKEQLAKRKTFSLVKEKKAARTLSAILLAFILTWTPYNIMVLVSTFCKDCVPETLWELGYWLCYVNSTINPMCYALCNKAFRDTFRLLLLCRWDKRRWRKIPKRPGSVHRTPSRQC
CHRM1 agonist – human M1 muscarinic receptor agonists, primary screen, Fluo-8 calcium fluorescence, CHO-K1 cells, HTS; Muscarinic acetylcholine receptor M1 (Homo sapiens), P11229; CHO-K1 hM1, agonist mode; 0% DMSO, 100% acetylcholine EC100; actives 0.33% (n = 360,000); AID 588814, 2011; activation, % at 3 µM;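 active = activation above the run's mean compound activation plus 3 SD, cut at about 16% in these data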;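 also: peak over basal fluorescence ratio within a 140 s kinetic read after compound addition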
M1 PAM parental – nonselective calcium activators in parental CHO-K1 cells, primary screen, counter-screen for M1 PAM project, cell-based, Fluo-8 calcium fluorescence, full deck, 1536-well | ATP EC20; 0% at ATP EC20, 100% at ATP max | activation, % at 3 µM | actives 0.02% (n = 360,000);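 active = activation above the run cutoff, the mean activation of all test compounds plus 3 SD, cut at about 40% in these data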;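 also: peak over basal fluorescence ratio in a 140 s read after ATP addition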
CHO-K1 Ca antag – counter-screen for M1 antagonists: effect in parental CHO-K1 cells; ATP-induced calcium, Fluo-8 fluorescence; inhibition, % at 3 µM; actives 0.6% (n = 360,000);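 active = inhibition above a per-plate cutoff, the plate's mean sample inhibition plus 3 SD, cut at about 24% in these data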;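 also: 0% = DMSO plus EC80 ATP and 100% = DMSO alone without ATP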
CHO parental Ca – ATP-evoked calcium signal inhibitors, parental CHO, primary screen, counter-screen for OX1R antagonist project, cell-based, fluorescence, Fluo-8 calcium dye. parental CHO-K1, ATP-induced calcium, Fluo-8 fluorescence. inhibition, % at 5.6 µM. actives 0.63% (n = 330,000). AID 463079, 2010;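 active = inhibition above that plate's mean sample inhibition plus 3 SD, cut at about 26% in these data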;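 also: 0% = ATP-challenged DMSO wells and 100% = DMSO wells without ATP; some compounds past the cut are filed as inactive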
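Assay system – parental CHO cells · Reagent – ATP stimulus · Detection – intracellular calcium via Fluo-8 no-wash fluorescent dye · Evaluation – percent inhibition of ATP-evoked calcium rise, normalized to controls · Controls – ATP wells versus no-ATP DMSO wells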
CHRM1 PAM – human M1 muscarinic receptor positive allosteric modulators, primary screen, CHO-K1 cells, Fluo-8 calcium fluorescence, 1536-well; CHO-K1 hM1, ACh EC20; 0% = ACh EC20, 100% = maximal ACh; activation, % at 3 µM; actives 0.088% (n = 360,000); AID 588819, 2011; in the data active = activation above about 19%, passing the limit was not always enough
TAAR1 agonist – human TAAR1 agonists, primary screen, Fluo-8 calcium fluorescence, CHO RD-HGA16 cells; Trace amine-associated receptor 1 (Homo sapiens), Q96RJ0; vehicle wells 0%, saturating PEA agonist 100%; activation, % at 3 µM; actives 0.99% (n = 360,000);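 active = activation above the mean activation of all test compounds in the run plus 3 SD, cut at about 38% in these data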
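Assay system: CHO-derived RD-HGA16 cells with stable Gα16 and human TAAR1; timing: 17-24 h seeding, 75 min 37 °C dye, 30 min RT; read-out: % activation from peak over basal fluorescence ratio, DMSO-to-PEA scaled; measured by: kinetic Fluo-8 calcium fluorescence; benchmarks: low control DMSO, high control PEA (EC100); doses: 3 µM single concentration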
* hit, by the source's call; · = no result given. No enrichment for hits (roughly 4.4% active in at least one column).

SMILES	CHO-K1 Ca ag	TAAR1 antagonist	M1 antag	CHRM1 agonist	M1 PAM parental	CHO-K1 Ca antag	CHO parental Ca	CHRM1 PAM	TAAR1 agonist
CCN(CC)C(=O)CSc1nc2sc3c(c2c(=O)n1CCOC)CCC3	0.5	-4	-17	-5	7	-4	-6	11	-1
O=C(Nc1ccccc1N1CCCCC1)c1ccc(N2C(=O)c3ccccc3C2=O)cc1	0.1	-5	-8	-4	-1	8	-13	10	6
O=C(O)c1ccc(/C=N/N2CCN(C3c4ccccc4-c4ccccc43)CC2)cc1	0.2	-10	-5	0	14	-1	11	11	4
CCOC(=O)c1cccc(S(=O)(=O)N(CCO)Cc2cc3cc(OC)ccc3[nH]c2=O)c1	1.8	·	3	-5	10	-11	-17	0	·
CCN1CCN(c2c(Cl)cccc2NC(=O)c2ccc([N+](=O)[O-])o2)CC1	0.8	-20	43*	-7	22	-13	-15	-22	1
CC(C)(CNC(=O)CO/N=C1/C=C2CCC3C(C(O)C[C@@]4(C)C3CC[C@]4(O)C(=O)CO)[C@@]2(C)CC1)C(O)C(=O)O (stereo partly specified)	0.0	-10	-6	0	3	-4	-4	1	0
CCN1CCN(c2nc(Nc3ccc(OC)cc3)nc(N)c2[N+](=O)[O-])CC1	0.5	-12	-14	-6	-7	-4	-10	7	1
COc1cccc(C(=O)NCC2(c3ccccc3)CCCC2)c1OC	0.5	-4	-7	-4	-9	6	-13	2	0
CCOC(=O)C1CCN(CCC(=O)Nc2ccc(Br)cc2)CC1	2.5	8	11	-7	11	-7	-5	-12	4
O=C1CC(c2ccco2)CC(O)=C1C=NCCO (stereo unspecified)	0.0	4	-7	-4	14	-8	4	6	0
O=C(OCC(=O)N1CCCC1=O)c1ccc(F)c(S(=O)(=O)N2CCOCC2)c1	1.1	-15	-13	-1	-7	-6	8	14	1
COc1ccc(S(=O)(=O)N(C)C)cc1NC(=O)CCNC(=O)c1ccccc1OC	2.8	13	-7	-5	-1	13	-13	7	10
Cc1cccc(C(C)C)c1NC(=O)CN1C(=O)NC(Cc2ccccc2)C1=O (stereo unspecified)	4.9	17	-3	-1	4	-3	-16	10	2
Cc1cccc(NC(=O)N2CCCC(CNC(=O)c3ccccc3Cl)C2)c1C (stereo unspecified)	1.9	-14	0	-2	7	-2	-10	2	4
CCOC(=O)COn1c(=O)c(=O)n(OC)c2ccccc21	-0.1	-8	-6	0	-4	17	14	8	2

Taken from the listing (13 entries):
SMILES	CHO-K1 Ca ag	TAAR1 antagonist	M1 antag	CHRM1 agonist	M1 PAM parental	CHO-K1 Ca antag	CHO parental Ca	CHRM1 PAM	TAAR1 agonist
CCN(CC)C(=O)CSc1nc2sc3c(c2c(=O)n1CCOC)CCC3	0.5	-4	-17	-5	7	-4	-6	11	-1
O=C(Nc1ccccc1N1CCCCC1)c1ccc(N2C(=O)c3ccccc3C2=O)cc1	0.1	-5	-8	-4	-1	8	-13	10	6
O=C(O)c1ccc(/C=N/N2CCN(C3c4ccccc4-c4ccccc43)CC2)cc1	0.2	-10	-5	0	14	-1	11	11	4
CCOC(=O)c1cccc(S(=O)(=O)N(CCO)Cc2cc3cc(OC)ccc3[nH]c2=O)c1	1.8	·	3	-5	10	-11	-17	0	·
CCN1CCN(c2c(Cl)cccc2NC(=O)c2ccc([N+](=O)[O-])o2)CC1	0.8	-20	43*	-7	22	-13	-15	-22	1
CC(C)(CNC(=O)CO/N=C1/C=C2CCC3C(C(O)C[C@@]4(C)C3CC[C@]4(O)C(=O)CO)[C@@]2(C)CC1)C(O)C(=O)O (stereo partly specified)	0.0	-10	-6	0	3	-4	-4	1	0
CCN1CCN(c2nc(Nc3ccc(OC)cc3)nc(N)c2[N+](=O)[O-])CC1	0.5	-12	-14	-6	-7	-4	-10	7	1
COc1cccc(C(=O)NCC2(c3ccccc3)CCCC2)c1OC	0.5	-4	-7	-4	-9	6	-13	2	0
CCOC(=O)C1CCN(CCC(=O)Nc2ccc(Br)cc2)CC1	2.5	8	11	-7	11	-7	-5	-12	4
O=C1CC(c2ccco2)CC(O)=C1C=NCCO (stereo unspecified)	0.0	4	-7	-4	14	-8	4	6	0
O=C(OCC(=O)N1CCCC1=O)c1ccc(F)c(S(=O)(=O)N2CCOCC2)c1	1.1	-15	-13	-1	-7	-6	8	14	1
COc1ccc(S(=O)(=O)N(C)C)cc1NC(=O)CCNC(=O)c1ccccc1OC	2.8	13	-7	-5	-1	13	-13	7	10
Cc1cccc(C(C)C)c1NC(=O)CN1C(=O)NC(Cc2ccccc2)C1=O (stereo unspecified)	4.9	17	-3	-1	4	-3	-16	10	2

Next section
SMILES	CHO-K1 Ca ag	TAAR1 antagonist	M1 antag	CHRM1 agonist	M1 PAM parental	CHO-K1 Ca antag	CHO parental Ca	CHRM1 PAM	TAAR1 agonist
CSc1ccc(-c2cccc([N+](=O)[O-])c2)nn1	-0.3	-13	-7	-1	9	-9	-8	8	-1
O=C(O)C1C2C=CC3(CN(C/C=C/c4ccccc4)C(=O)C13)O2 (stereo unspecified)	1.3	-15	-5	-5	23	-16	3	8	6
Cn1c(=O)c2cc(NC(=O)NCc3ccc(F)cc3)ccc2n1C/C=C/c1ccccc1	0.1	-3	-16	-4	17	-15	·	10	0
Cc1ccc2c(c1)N(CC(=O)N1CCCC1)C(=O)c1cccnc1O2	1.1	-49	-4	-2	14	-8	-16	4	1
CC(C)CC(=O)Nc1ccc2c(c1)oc1ccccc12	-0.1	5	-26	-3	5	-7	6	6	5
c1csc(-c2nnc(Cc3cccc4ccccc34)o2)c1	0.1	13	11	-5	4	3	8	-7	6
COc1ccc(N2CCN(C(=O)COC(=O)COc3cccc(C(F)(F)F)c3)CC2)cc1	1.1	-2	-9	-4	11	-13	-22	5	12
c1ccc(CCNc2cnccn2)cc1	-0.2	4	-15	3	11	-9	-17	12	12
COCCNC(=O)C1CC(=O)N(c2ccc(F)c(Cl)c2)C1 (stereo unspecified)	0.4	-21	-8	-1	16	-2	-8	10	4
O=C(Cn1cnc2ccccc2c1=O)NCCCN1CCCC1=O	0.0	0	-5	-3	-3	-8	-3	4	0
COc1cccc(/C=C2\C=C(c3ccc(C)cc3)OC2=O)c1OC(C)=O	0.6	-15	-5	4	-4	-5	-14	17	-1
COc1ccc2oc(=O)c(C(=O)N3CCc4ccccc43)cc2c1	0.4	-1	-9	-3	8	-2	4	12	3
CC1=C(C(=O)N2CCOCC2)C(c2c(F)cccc2F)NC(=O)N1 (stereo unspecified)	1.8	2	-14	1	21	-11	-4	11	13
CC(=O)c1cccc(NC(=O)c2ccc(C)c(S(=O)(=O)N3CCOCC3)c2)c1	2.4	8	-3	-3	-2	-13	-15	2	3
Cc1cc(C)nc(N/N=C/C2=C(O)CC(c3ccc(F)cc3)CC2=O)n1 (stereo unspecified)	0.2	-10	-6	-6	-12	3	-14	3	0

Entries above with an aryl thioether with sulfur outside any ring (2):
SMILES	CHO-K1 Ca ag	TAAR1 antagonist	M1 antag	CHRM1 agonist	M1 PAM parental	CHO-K1 Ca antag	CHO parental Ca	CHRM1 PAM	TAAR1 agonist
CCN(CC)C(=O)CSc1nc2sc3c(c2c(=O)n1CCOC)CCC3	0.5	-4	-17	-5	7	-4	-6	11	-1
CSc1ccc(-c2cccc([N+](=O)[O-])c2)nn1	-0.3	-13	-7	-1	9	-9	-8	8	-1

Next structures:
SMILES	CHO-K1 Ca ag	TAAR1 antagonist	M1 antag	CHRM1 agonist	M1 PAM parental	CHO-K1 Ca antag	CHO parental Ca	CHRM1 PAM	TAAR1 agonist
O=C(c1[nH]c(C(F)(F)F)nc1-c1ccccc1)N1CCN(c2ccccn2)CC1	0.3	9	-18	-3	16	-17	·	-1	0
COc1ccc(C(=O)NOCc2ccccc2)cc1	-0.1	12	6	2	0	-9	-17	-5	2
COC(=O)c1sc2nc(-c3ccccc3)c3c(c2c1N)CCCC3	-0.2	11	-5	-2	12	11	1	13	-1
C=CCNc1nnc(-c2ccncc2)s1	0.7	-8	-6	-3	16	-15	-4	3	10
Cc1onc(-c2c(Cl)cccc2Cl)c1COC(=O)c1ccc(Cl)cc1	-0.1	31	-4	-3	9	-8	-28	-3	3
Cc1ccc(C2Cc3cc(O)c(O)cc3CN2)cc1 (stereo unspecified)	1.1	-8	-13	0	19	-8	-4	11	6
CC(=O)Nc1ccc(C(=O)OCC(=O)Nc2ccccc2Sc2ccccc2)cc1	4.5	33	3	-2	12	-4	-12	4	8
Cc1cc(C)cc(NC(=O)NCc2c(-c3ccccc3)noc2C)c1	-0.1	10	-14	0	11	-7	-22	12	0
Cc1ccc(N2C(=O)C3CCCN3C2=S)c(C)c1 (stereo unspecified)	0.2	-4	-12	-4	8	-15	-11	7	2
O=C(CCn1nc(-c2ccc(Cl)cc2)ccc1=O)NCc1ccccn1	0.4	-10	-18	-5	15	-11	-26	12	5
COc1cccc(NC(=O)CN(C)C(=O)c2cccc(NS(=O)(=O)c3ccc(Br)cc3)c2)c1	2.3	-7	-2	-3	11	-13	·	3	14
O=C(N/N=C/c1ccccc1O)C1SCCCS1	5.7	11	4	0	-5	-4	-6	5	15
C=CCn1c(SCC#N)nc2c(c1=O)C(C)(C)Cc1ccccc1-2	-0.2	11	-5	-2	-6	11	-27	-14	1
O=c1c2ccccc2nc(-c2ccoc2)n1CCc1ccccc1	1.2	24	-11	-2	6	-2	-37	-5	14

High-throughput results: PubChem, The Scripps Research Institute Molecular Screening Center
